Screens: PubChem BioAssay, National Center for Advancing Translational Sciences (NCATS)
AmpC det inh: inhibitors of E. coli AmpC beta-lactamase with detergent; P00811; purified AmpC, nitrocefin hydrolysis with detergent; Potency, µM (series often up to 28.7 µM), for inactives: at the top dose activity change, negative = inhibition; 0.09% of 71,000 active; active = well fitted curve in the direction sought with a large enough effect; inconclusive = small, poorly fitted or top-dose-only effect
Target sequence (P00811 whole entry, looked up): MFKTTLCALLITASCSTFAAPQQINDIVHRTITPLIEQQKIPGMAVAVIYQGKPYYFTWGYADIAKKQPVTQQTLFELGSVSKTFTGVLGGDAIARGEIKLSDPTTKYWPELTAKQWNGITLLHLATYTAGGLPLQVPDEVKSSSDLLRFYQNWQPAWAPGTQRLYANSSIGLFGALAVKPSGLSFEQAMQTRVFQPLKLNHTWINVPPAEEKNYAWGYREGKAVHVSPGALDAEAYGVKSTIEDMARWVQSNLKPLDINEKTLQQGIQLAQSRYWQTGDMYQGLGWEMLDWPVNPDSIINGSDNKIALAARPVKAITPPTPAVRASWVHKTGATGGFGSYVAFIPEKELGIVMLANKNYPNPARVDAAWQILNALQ
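E. coli AmpC (5.3 nM) in 20 mM phosphate pH 7.0 with 0.01% Triton X-100, preincubated 15 min RT with compound; nitrocefin (2 uL of 800 uM stock) hydrolysis followed by 480 nm absorbance every 20 s over 4 min.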
Numbers without * were called inactive; [ ] = another dose, or the depositor's remark. % is scaled to controls: 0 for no effect and ±100 for the full control effect; potency is read from the fitted curve at half-maximal effect. Not all compounds are listed, so the mix of outcomes need not match the whole.

Screening COc1ccccc1NC(=O)CSc1nnc(-c2ccccn2)n1Cc1ccco1 returned AmpC det inh -3%.
For O=C(CSc1nnc(-c2cccnc2)o1)Oc1ccccc1 the results were AmpC det inh 9%.
For C=CC(C)(C)c1[nH]c2ccccc2c1C1=C(O)C(=O)C(c2c[nH]c3c(CC=C(C)C)cccc23)=C(O)C1=O the results were AmpC det inh inconclusive.
For CCOC(=O)CNC(=O)CSc1nnnn1-c1ccc(C)c(C)c1 the results were AmpC det inh 1%.
`COc1ccc(NC(=O)N2CCC3(CC2)CCN(C(=O)c2ccco2)CC3)cc1` gave AmpC det inh 1%.
`CN(C)C(=S)c1ccc2ccccc2n1` gave AmpC det inh 7%.
CCOC(=O)CNC(=O)Nc1cc(C(C)(C)C)nn1-c1ccccc1 was read as AmpC det inh -1%.
For Cc1ccc2cc(CN(Cc3ccc4c(c3)OCO4)Cc3nnnn3Cc3ccco3)c(=O)[nH]c2c1 the results were AmpC det inh 1%.
For CCCCC(CC)COC(=O)c1ccccc1C(=O)OCC(CC)CCCC (centres undefined) the results were AmpC det inh 7%.
Cn1nnnc1SCC(=O)Nc1ccc(Br)cc1Cl was read as AmpC det inh -6%.
Screening CC(C)C[C@@H](N)C(=O)Nc1ccc2ccccc2c1 returned AmpC det inh -4%[5.75 µM].
For Cc1cccc(N2CCN(C(=O)C3CCCN(S(=O)(=O)c4cccc5cccnc45)C3)CC2)c1C (centres undefined) the results were AmpC det inh 13%.
Screening N#C/C(=C\c1c[nH]c2ccccc12)C(=O)c1ccc(O)c(O)c1 returned AmpC det inh -4%.
CN(C)c1nc(SCCOC(=O)COc2ccc(Cl)cc2Cl)nc(N(C)C)n1 was read as AmpC det inh -3%.
`COc1ccc2c3c(c(=O)oc2c1OCC(N)=O)CCCC3` gave AmpC det inh -5%.
Screening COc1cc(C)c(CNc2ccc(OC)c(OC)c2)cc1C returned AmpC det inh -1%.
Cn1c(=O)c2c(SC3CCCC3)nc(CC(C)(C)C)nc2n(C)c1=O was read as AmpC det inh 13%.
Screening CCn1cc(C(=O)NCc2ccc3c(c2)OCO3)c2cc(OC)c(OC)cc2c1=O returned AmpC det inh -6%.
Screening Cn1cc(S(=O)(=O)N2CCC(Cc3ccccc3)CC2)c(=O)n(C)c1=O returned AmpC det inh 10%.
For COC(=O)N/C(C)=C1/NC(=O)c2ccccc2C(c2ccccc2)N1 (centres undefined) the results were AmpC det inh -4%.
Screening CCOCCCNC(=O)c1cn(C)c(=O)c2cc(OC)c(OC)cc12 returned AmpC det inh -6%.
Screening CCNc1cccc2c1C(=O)N(C)C2=O returned AmpC det inh 14%.
`Cc1ccccc1C(=O)N1CCN(c2nc(N3CCOCC3)nc(N3CCOCC3)n2)CC1` gave AmpC det inh -5%.
Screening Cc1ccc2cc(CCNC(=O)c3ccco3)c(=O)[nH]c2c1C returned AmpC det inh 7%.

Retrieved one by one from the entries so far, four records:
Screening CCn1cc(C(=O)NCc2ccc3c(c2)OCO3)c2cc(OC)c(OC)cc2c1=O returned AmpC det inh -6%.
CN(C)c1nc(SCCOC(=O)COc2ccc(Cl)cc2Cl)nc(N(C)C)n1 was read as AmpC det inh -3%.
Screening CCNc1cccc2c1C(=O)N(C)C2=O returned AmpC det inh 14%.
For COC(=O)N/C(C)=C1/NC(=O)c2ccccc2C(c2ccccc2)N1 (centres undefined) the results were AmpC det inh -4%.

Grouped by structure: the compounds so far containing a halogen (2)
Cn1nnnc1SCC(=O)Nc1ccc(Br)cc1Cl was read as AmpC det inh -6%.
CN(C)c1nc(SCCOC(=O)COc2ccc(Cl)cc2Cl)nc(N(C)C)n1 was read as AmpC det inh -3%.

(further entries)
`c1cncc(-c2nc(NCc3ccco3)c3ccccc3n2)c1` gave AmpC det inh -9%.
Screening N#Cc1nc(Cc2ccccc2)oc1N1CCN(c2cccc(Cl)c2)CC1 returned AmpC det inh 0%.
CC(CCO)Nc1nc2c([nH]1)c(=O)n(C)c(=O)n2C (centres undefined) was read as AmpC det inh -3%.
For O=C(Nc1nccs1)c1nc(-c2ccccc2)n(-c2ccccc2)n1 the results were AmpC det inh -1%.
For COc1ccc2nc(Nc3nc(C)c(C(C)=O)s3)sc2c1 the results were AmpC det inh -3%.
CC(=O)N(c1ccccc1)c1c(F)c(F)c(F)c(F)c1F was read as AmpC det inh -1%.
For CCOC(=O)CSC1=C(C#N)C(c2ccco2)C(C(=O)Nc2cccc(C(F)(F)F)c2)=C(C)N1 (centres undefined) the results were AmpC det inh -4%.
O=C(Nc1cnccn1)C1c2ccccc2Oc2ccccc21 was read as AmpC det inh -2%.
O=C(Nc1nccs1)C1CCCN(S(=O)(=O)c2cccnc2)C1 (centres undefined) was read as AmpC det inh 12%.
Screening O=C(O)c1ccccc1-c1ccccc1C(=O)Nc1ccc2c(c1)[nH]c(=O)c1ccccc12 returned AmpC det inh -6%[5.75 µM].
Screening O=C1CCC(c2ccccc2)N1C(=O)c1cccnc1 (centres undefined) returned AmpC det inh -2%.
CCCS(=O)(=O)N1CCC(C(=O)NCC2CCCO2)CC1 (centres undefined) was read as AmpC det inh -2%.

Copied from the listing for reference:
Screening COc1ccccc1NC(=O)CSc1nnc(-c2ccccn2)n1Cc1ccco1 returned AmpC det inh -3%.
For O=C(CSc1nnc(-c2cccnc2)o1)Oc1ccccc1 the results were AmpC det inh 9%.
For C=CC(C)(C)c1[nH]c2ccccc2c1C1=C(O)C(=O)C(c2c[nH]c3c(CC=C(C)C)cccc23)=C(O)C1=O the results were AmpC det inh inconclusive.
For CCOC(=O)CNC(=O)CSc1nnnn1-c1ccc(C)c(C)c1 the results were AmpC det inh 1%.

Carrying on:
c1ccc(C2C3=C(CCCC3)Nc3ncnn32)cc1 (centres undefined) was read as AmpC det inh 0%.
`CCOCCCNC(=O)C1CCC(=O)N1CCc1ccccc1` (centres undefined) gave AmpC det inh -1%.
`CN(C)S(=O)(=O)c1ccc(NC(=O)c2ccccn2)cc1` gave AmpC det inh 12%.
`CC(C)(C)NC(=O)CSc1nccn1Cc1ccccc1` gave AmpC det inh 6%.
Screening CCCCNC(=O)c1cc2c(=O)n3cccc(C)c3nc2n(Cc2ccccc2)c1=N returned AmpC det inh 0%.
`COC(=O)c1cc2sccc2n1CC(=O)Nc1cc(OC)cc(OC)c1` gave AmpC det inh -6%.
CCOC(=O)NCCc1c(C)nc2c(c(C)nn2C(C)(C)C)c1C was read as AmpC det inh -3%.
`C/C(=C\c1ccc(Cl)cc1)C(C)(C)C(=O)O` gave AmpC det inh 3%[5.75 µM].
`COc1cccc2cc(C(=O)C3=C(O)C(=O)N(Cc4ccco4)C3c3cccnc3)oc12` (centres undefined) gave AmpC det inh -3%.
Screening CC(=O)O/C(=C1/C[C@H]2[C@@H]3CC=C4C[C@@H](OC(C)=O)CC[C@]4(C)[C@@H]3CC[C@]2(C)C1=O)C(F)(F)F returned AmpC det inh -4%[5.75 µM].
`O=C1CC(=O)N(c2cccc(Cl)c2)C(=O)N1` gave AmpC det inh -3%.
Screening COc1ccc([C@@H](Nc2ccccn2)c2cc(C(C)(C)C)cc(C(C)(C)C)c2O)cc1 returned AmpC det inh -2%[5.75 µM].
`COc1ccccc1N1CCN(C2=CC(=O)CCC2)CC1` gave AmpC det inh -3%.
CCOc1ccccc1NS(=O)(=O)c1ccc(OC)c(OC)c1 was read as AmpC det inh -1%.
For O=C(NCCCN1CCN(c2ccccc2F)CC1)C1CCC(=O)N1C1CCCCC1 (centres undefined) the results were AmpC det inh 0%.
Screening Cc1cc(NC(=O)Cn2cnc3c2c(=O)n(C)c(=O)n3C)n(-c2ccccc2)n1 returned AmpC det inh 1%.
For CC1(C)CC(=O)C2=C(C1)N(Cc1ccco1)C(=O)C2(NC(=O)C1CCCCC1)C(F)(F)F (centres undefined) the results were AmpC det inh -1%.
`Cc1ccc2[nH]c3c(=O)n(CCN4CCNCC4)cnc3c2c1` gave AmpC det inh -1%.
CCNc1nc(OC)nc(Oc2ccc(=O)n(-c3ccccc3)n2)n1 was read as AmpC det inh -3%.
Cc1nc2cnc(N3CCNCC3)nc2n(-c2ccccc2)c1=O was read as AmpC det inh 0%.
Screening COc1cc(C2C3C(=O)N(c4ccccc4)C(=O)C3ON2c2ccccc2)cc(OC)c1OC (centres undefined) returned AmpC det inh 13%.
`CC(=O)Nc1c(C#N)c(C(C)(C)C)cn1C` gave AmpC det inh -7%.
Screening CCC(C)(C(=O)NC1CCCCC1)N(CC1CCCO1)C(=O)c1ccccn1 (centres undefined) returned AmpC det inh -3%.
`COc1ccc(OC)c(NC(=O)C(CC(=O)O)NCc2ccco2)c1` (centres undefined) gave AmpC det inh -2%.
`Cc1cc(NC(=O)c2noc3c2CCCCC3)nn1Cc1ccc(Cl)cc1` gave AmpC det inh -4%.
CCOc1ccc(Oc2nc(NCC(C)C)nc(OC)n2)nn1 was read as AmpC det inh 13%.
CC(NC(=O)c1ccccc1)c1nc2ccccc2n1Cc1ccc(C#N)cc1 (centres undefined) was read as AmpC det inh 15%.
`O=C(CSc1nnnn1C1CCCC1)NCc1ccc2c(c1)OCO2` gave AmpC det inh -4%.
For CCSc1nc2cc(C(=O)OC)ccc2c(=O)n1CC the results were AmpC det inh -1%.
`COc1ccccc1Oc1ccc2c(c1)C(=O)N(c1ccc(O)cc1)C2=O` gave AmpC det inh -2%.
`CC(C)c1nc(C#N)c(NCCCn2ccnc2)o1` gave AmpC det inh 3%.
`Nc1ccc2oc(=O)c3ccccc3c2c1` gave AmpC det inh -2%.
For COc1ccccc1CNc1ncnc2ccc(-c3cccc(C#N)c3)cc12 the results were AmpC det inh 8%.
Screening COCCNC(=O)Cn1nc(C(F)(F)F)cc1C returned AmpC det inh 7%.
Cc1nnc(SCC(=O)Nc2ccc(Cl)cn2)n1Cc1ccccc1 was read as AmpC det inh -7%.
For Cc1cccc(N(CC(=O)N2CCCC2)S(=O)(=O)c2ccccc2)c1C the results were AmpC det inh 0%.
CCn1c(SCC(=O)c2ccc(CNC(C)=O)o2)nnc1-c1cccs1 was read as AmpC det inh -1%.
COCC(=O)Nc1sc2c(c1C(=O)OC)C(C(=O)OC)CC2 (centres undefined) was read as AmpC det inh -4%.
Screening O=C(OCC(=O)N1CCCCCC1)c1n[nH]c(=O)c2ccccc12 returned AmpC det inh 13%.
CCOc1ccc2nc(NC(=O)Cn3cnc4c3c(=O)n(C)c(=O)n4C)sc2c1 was read as AmpC det inh -2%.
For COc1cc(NC(=O)c2cc(CC(C)C)on2)c(OC)cc1Cl the results were AmpC det inh 10%.
Screening CCC(C)Oc1cccc(OCCCCN2C(=O)NC(C)(C)C2=O)c1 (centres undefined) returned AmpC det inh 4%.
`CCOC(=O)c1[nH]c2ccc(F)cc2c1NC(=O)c1cc(OC)c(OC)c(OC)c1` gave AmpC det inh -6%.
For Cc1oc(/N=C/c2cccc3ccccc23)c(C#N)c1C the results were AmpC det inh -4%.
Screening Cc1cc(C(=O)COC(=O)Cn2c(C(F)(F)F)nc3ccccc32)c(C)n1Cc1ccco1 returned AmpC det inh -7%.
For Cc1ccc(C)c(-c2nc3ccc(N)cc3[nH]2)c1 the results were AmpC det inh -3%.
For O=C(NCCC(=O)N1CCN(c2ncccn2)CC1)c1ccccc1 the results were AmpC det inh 15%.
For CCOC(=O)CSC1=C(C#N)C(c2ccc(C)cc2)C2=C(CCCC2=O)N1 (centres undefined) the results were AmpC det inh -1%.
For CC(=NCC1CCCO1)c1c(O)n(-c2ccccc2)c(=O)[nH]c1=O (centres undefined) the results were AmpC det inh 15%.
N#C/C(=C\c1ccc[nH]1)Sc1nc2ccccc2s1 was read as AmpC det inh 12%.
c1coc(-c2nn3c(-c4ccco4)nnc3s2)c1 was read as AmpC det inh -3%.
CCOC(=O)c1cc(-c2ccco2)nc2c1c(C)nn2CCC#N was read as AmpC det inh -1%.
`C[C@@H]1O[C@H](O[C@H]2C[C@@H](O)[C@]3(CO)[C@H]4[C@H](O)C[C@]5(C)[C@@H](C6=CC(=O)OC6)CC[C@@]5(O)[C@H]4CC[C@]3(O)C2)[C@@H](O)[C@H](O)[C@H]1O` gave AmpC det inh 1%.
`Cc1cc2ncn(/N=C/c3cccnc3)c2cc1C` gave AmpC det inh -2%.
`CCOc1ccc(N2CC(C(=O)Nc3ccc(S(=O)(=O)N4CCOCC4)cc3)CC2=O)cc1` (centres undefined) gave AmpC det inh -3%.
C/C=C/Cn1c(SCc2ccc(Cl)cc2)nc2c1c(=O)[nH]c(=O)n2C was read as AmpC det inh 19%.
Screening COc1cccc(C2/C(=C(\O)c3ccc4c(c3)OCO4)C(=O)C(=O)N2CCN(C)C)c1OC (centres undefined) returned AmpC det inh -1%.
For O=C(O)C(=O)/C=C(\O)c1ccc(Br)cc1 the results were AmpC det inh -1%[5.75 µM].
For Cc1ccc(NC(=O)CC2SC3=NCCCN3C2=O)c(C)c1 (centres undefined) the results were AmpC det inh 1%.
Screening C1=CC2CC1CC2CN1CCN(c2ccccc2)CC1 (centres undefined) returned AmpC det inh -3%.
Screening O=C(c1cccc(C(=O)N2CCN(c3ccccc3)CC2)c1)N1CCN(c2ccccc2)CC1 returned AmpC det inh -2%.
Screening Cn1cccc1C(=O)N1CCC2(CCCN(C(=O)Nc3cccc(F)c3)C2)CC1 returned AmpC det inh -2%.
For COc1ccc(C(=O)N(Cc2ccco2)Cc2cccs2)c(O)c1 the results were AmpC det inh -5%.
Screening CC(=O)NC(Cc1c[nH]c2ccccc12)C(=O)N1CCc2ccccc2C1 (centres undefined) returned AmpC det inh -2%.
CCn1c(N2CCC(C)CC2)nc2c1c(=O)n(C)c(=O)n2C was read as AmpC det inh 17%.
Screening CCOC(=O)c1c(C)[nH]c(C(=O)CSc2nnnn2-c2ccc(C)cc2)c1C returned AmpC det inh -3%.
`CCCC(C)C(=O)Nc1cccc(NC(C)=O)c1` (centres undefined) gave AmpC det inh -2%.
